FLuc counter = inhibits or activates purified firefly luciferase, miR-21 counter-screen | purified FLuc, Km substrates, luminescence inhibition | P08659 | Potency, µM (highest dose often 57.5 µM), inactives show top-dose activity change, negative = inhibition, actives largely listed as inhibitors | 360,000 tested, 6.9% active | AID 588342;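 further: potency means the concentration at half of the fitted maximal effect; plate controls were vehicle for no effect and reference inhibitor for full effect; nearly all actives have a fitted effect of over 55% in size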
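Biochemical qHTS of compounds, final roughly 60 µM downward over six points, against 10 nM purified firefly luciferase using Km concentrations of substrates (10 uM D-luciferin, 10 uM ATP) in Tris acetate pH 7.5 buffer; luminescence output.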
ELG1 genotox = genotoxicity induction in ELG1-luciferase HEK293T cells; HEK293T ELG1-luciferase reporter, luminescence, 16 h; Potency, µM (series often up to 46 µM), for the others: at the top dose activity change, positive = activation, usual class: activators; 330,000 tested, 1.3% active; AID 504466; further: potency means the concentration at half of the fitted maximal effect; % of control where 0% means no effect; nearly all actives have a fitted effect of over 60% in size
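DMSO vehicle served as control against compound-treated ELG1-luciferase HEK293T cells; exposure lasted 16 hr at 37 °C and 5% CO2, followed by ONE-Glo luminescence detection after 30 min.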
Menin-MLL TR inh = displaces Texas Red mutant MLL peptide from human menin. O00255. Menin + Texas Red MLL mutant peptide, fluorescence polarization. Potency, µM (highest dose often 61.6 µM), without a hit: at the highest dose FP activity change, negative = inhibition, hits mostly inhibitors. 270,000 tested, 0.23% active. AID 1768; active means well fitted inhibition curve with a large enough effect in the polarisation, with a control signal flat, not every such curve was filed as active; inconclusive means small, poorly fitted or top-dose-only effect, or effect the other way, or a change in a side signal; inactive means no such curve, though single readings can be large or run the other way; the % refers to the polarisation; further: potency means the concentration at half of the fitted maximal effect; % of control where 0% means no effect; many of its hits are not listed in these tables
Target sequence (O00255 whole entry, looked up): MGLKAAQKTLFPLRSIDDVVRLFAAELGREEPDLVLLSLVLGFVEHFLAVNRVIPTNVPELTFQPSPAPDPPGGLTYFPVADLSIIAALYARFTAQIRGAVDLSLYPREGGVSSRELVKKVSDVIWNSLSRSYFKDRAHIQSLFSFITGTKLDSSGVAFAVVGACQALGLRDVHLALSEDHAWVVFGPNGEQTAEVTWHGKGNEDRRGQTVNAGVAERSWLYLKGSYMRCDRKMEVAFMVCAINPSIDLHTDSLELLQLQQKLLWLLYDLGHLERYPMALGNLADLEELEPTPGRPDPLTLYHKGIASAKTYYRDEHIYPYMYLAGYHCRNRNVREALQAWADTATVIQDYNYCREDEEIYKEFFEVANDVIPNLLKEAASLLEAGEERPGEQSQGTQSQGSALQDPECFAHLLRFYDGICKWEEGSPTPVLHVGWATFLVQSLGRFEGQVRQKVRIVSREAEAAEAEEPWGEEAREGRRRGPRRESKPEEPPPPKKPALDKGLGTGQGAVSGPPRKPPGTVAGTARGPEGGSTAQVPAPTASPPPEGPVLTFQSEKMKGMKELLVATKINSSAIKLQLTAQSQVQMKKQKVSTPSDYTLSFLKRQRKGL
BRCA1 expr act = increases BRCA1 expression | MCF7-BRCA1-FFLuc reporter, luminescence, 48 h; response scale: scaled: vehicle 0%, 10 µM genistein 100% | Potency, µM (doses to about 46.1 µM), for the others: top-dose activation, usual class: activators | 380,000 tested, 1.1% active; further: potency means the concentration at half of the fitted maximal effect; nearly all actives have a fitted effect of over 80% in size; some results filed as inactive show a strong effect at the top dose
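Luminescence from a BRCA1-driven firefly luciferase in MCF7 cells was read after 48 h compound exposure at 37 C. Data normalized against DMSO and a 10microM genistein activation control, then curve-fitted across the titration.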
Gal4-VP16 FLuc = counter-screen for ROR gamma inhibitors: Gal4-VP16 reporter. Drosophila S2 Gal4-VP16 UAS-luciferase, luminescence, 20 h. Potency, µM (highest dose often 53.6 µM), without a hit: at the top dose activity, negative = inhibition, hits mostly inhibitors. 310,000 tested, 3.5% active. AID 2546;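 further: Gal4-VP16 expression switched on by copper sulfate through the metallothionein promoter; potency means the concentration at half of the fitted maximal effect; on the % scale 0 is the no-effect control and ±100 the full control effect; nearly all actives have a fitted effect of over 50% in size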
Rab9 prom act = activators of Rab9 promoter; Potency, µM (doses to about 9.22 µM), inactives show at the highest dose activation, negative = inhibition, hits mostly activators; 320,000 tested, 2.8% active; AID 485297; Huh7 Rab9 promoter-luciferase reporter, luminescence, 24 h; further: potency means the concentration at half of the fitted maximal effect; % of control where 0% means no effect; nearly all actives have a fitted effect of over 60% in size
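Measured in stably transfected Huh7 cells bearing a Rab9 promoter–luciferase construct: 24 h compound treatment at 37 °C, followed by luminescence detection.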
RORgamma inh = ROR gamma (mouse) transcription inhibition | AID 2551 | 310,000 tested, 5.4% active | Drosophila S2 Gal4-RORgamma UAS-luciferase reporter, 20 h | Potency, µM (titrated, usually from 53.6 µM), inactives show at the top dose activity change, negative = inhibition, actives largely listed as inhibitors; further: potency means the concentration at half of the fitted maximal effect; on the % scale 0 is the no-effect control and ±100 the full control effect; nearly all actives have a fitted effect of over 60% in size
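Drosophila S2 cells stably expressing Gal4-DBD/mouse RORγ fusion under metallothionein promoter plus UAS-luciferase; compound 1 h, then 700 uM CuSO4 induction for 20 h at ambient temperature; inhibition read as reduced luminescence.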
Giardia kill = Giardia lamblia killing. activity change, % at 7.66 µM, hits read low. 340,000 tested, 0.15% active. Giardia lamblia trophozoite viability. AID 540267; in the data active means activity change below about -80%; inconclusive means between about -30% and that limit;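 further: parasites exposed to compound for two days anaerobically before the ATP read; on the % scale 0 is the no-effect control and ±100 the full control effect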
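Trophozoite viability was measured as ATP-dependent luminescence, read 15-30 min after reagent addition. Before that, parasites at 100 cells/well were exposed to compounds for 48 h, anaerobically, at 37 deg C.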
PKM2 act = increases activity of human pyruvate kinase M2; purified PKM2, Kinase-Glo ATP luminescence, activation; response scale: 0% is enzyme alone, no compound; Potency, µM (top dose mostly 57.5 µM), for inactives: at the highest dose activation, usual class: activators; 260,000 tested, 0.34% active; AID 1631; further: potency means the concentration at half of the fitted maximal effect; on the % scale 0 is the no-effect control and ±100 the full control effect; nearly all actives have a fitted effect of over 55% in size
Target sequence (P14618 whole entry, looked up): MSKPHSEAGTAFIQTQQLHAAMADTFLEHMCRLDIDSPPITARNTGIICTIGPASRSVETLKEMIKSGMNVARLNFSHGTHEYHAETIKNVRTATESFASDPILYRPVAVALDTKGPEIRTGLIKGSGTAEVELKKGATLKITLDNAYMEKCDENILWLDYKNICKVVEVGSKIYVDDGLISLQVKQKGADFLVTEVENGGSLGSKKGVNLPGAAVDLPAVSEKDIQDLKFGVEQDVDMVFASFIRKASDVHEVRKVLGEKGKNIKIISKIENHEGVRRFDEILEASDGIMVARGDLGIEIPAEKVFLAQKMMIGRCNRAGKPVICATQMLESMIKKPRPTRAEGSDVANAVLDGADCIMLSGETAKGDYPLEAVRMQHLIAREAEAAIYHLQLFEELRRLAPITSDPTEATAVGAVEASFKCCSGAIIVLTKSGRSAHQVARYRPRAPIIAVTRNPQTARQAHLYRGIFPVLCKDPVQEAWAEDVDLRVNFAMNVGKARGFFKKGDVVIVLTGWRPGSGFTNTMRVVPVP
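Purified hPK-M2 (>95%) run at intermediate activity with 0.1 mM ADP and 0.5 mM PEP in 50 mM imidazole pH 7.2, KCl, MgCl2; 1 h room temperature. ATP formed read by Kinase-Glo luminescence; normalized to uninhibited and no-enzyme controls.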
p53 reactivation = re-activators of mutant p53; H1299 p53-A138V BP100-luciferase reporter, luminescence, 24 h; Potency, µM (top dose mostly 92.2 µM), for inactives: at the highest dose activity change, positive = activation, actives largely listed as activators; 320,000 tested, 0.063% active; further: potency means the concentration at half of the fitted maximal effect; % of control where 0% means no effect; nearly all actives have a fitted effect of over 45% in size
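H1299 (p53-null), stable ts p53-A138V + BP100-Luc; 1000 cells/well, Opti-MEM/10% FBS; cpd 4 pt, 1:5; 24 h, 37 deg C, 5% CO2; detection reagent 10 min RT; luminescence.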
NPC1 prom act = activates the NPC1 promoter; Huh7 NPC1 promoter luciferase reporter, 24 h; AID 485313; 320,000 tested, 2.4% active; Potency, µM (titrated, usually from 9.22 µM), inactives show at the highest dose activation, most hits filed as activators;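 further: potency means the concentration at half of the fitted maximal effect; % of control where 0% means no effect; nearly all actives have a fitted effect of over 60% in size; reporter is driven by a mutant NPC1 promoter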
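Readout is luciferase luminescence, reflecting NPC1 promoter activation in stably transfected Huh7 cells after 24 h compound exposure at 37 °C in reduced-serum medium with 10% FBS.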
Numbers without * were called inactive; ? = inconclusive; . = no result given; & = joins results of further samples; [ ] = dose if it differs, or a comment. Unless noted, the call rests on the fitted dose curve; in most records, active means well fitted curve in the direction sought with a large enough effect; inconclusive means small, poorly fitted or top-dose-only effect, or another doubt; inactive means no such curve, though single readings can be large; an effect the other way counts as inactive or inconclusive. Only part of the results is shown; rates above refer to the full screens.

SMILES | FLuc counter | ELG1 genotox | Menin-MLL TR inh | BRCA1 expr act | Gal4-VP16 FLuc | Rab9 prom act | RORgamma inh | Giardia kill | PKM2 act | p53 reactivation | NPC1 prom act
COc1cc(-c2c(-c3cc(OC)c(OC)c(OC)c3)noc2C)ccc1F | -7.2% | ? | -18.3% | -67.0% | -25.8% | -28.7% | ? | 15.2 | 9.0% | 9.6% | -16.8%
CC(C)c1ccc(CN2CC(C(=O)Nc3ccccc3)CC2=O)cc1 (configuration not stated) | 1.7% | -1.7% | -20.1% | 4.8% | 5.1% | -1.8% | 10.1% | 1.0 | ? | -1.9% | -3.2%
COCCN(Cc1ccco1)C(=O)C1CCCN(c2ncnc3c2nc2n3CCCCC2)C1 (configuration not stated) | -1.1% | -5.3% | . | -24.3% | -13.3% | -1.0% | 14.4% | -11.3 | . | -8.3% | -14.8%
Cc1c(C)c2ccc(OCC(=O)N3CCN(c4ccc(F)cc4)CC3)c(C)c2oc1=O | -19.3% | -2.2% | ? | 6.4% | -12.7% | -4.5% | -17.2% | 14.3 | 15.0%[0.46 µM] | 2.4% | -0.8%
CCOc1ccc(Cn2nnc(C(=O)Nc3cc(OC)cc(OC)c3)c2N)cc1 | 4.4% | 1.5% | ? | 0.1% | -1.0% | -7.1% | 10.1% | 17.6 | -5.9% | 0.9% | -1.7%
CCOn1c(SC(C)C)nc2ccccc2c1=O | -0.3% | -2.0% | -0.8% | 2.3% | 4.2% | -2.8% | 3.1% | -0.8 | -3.7% | -2.9% | -2.6%
COc1ccccc1NC(=O)CC1CCCC1 | 1.4% | 6.8% | 0.1% | 14.5% | 3.4% | -2.9% | 11.7% | -15.6 | 0.3% | 4.3% | -0.1%
Cn1c(=O)c2c(nc(NCc3ccco3)n2CC(O)CO)n(C)c1=O (configuration not stated) | -1.4% | -2.6% | 3.3% | -5.4% | -4.3% | -7.6% | 17.8% | -21.5 | 0.6% | 1.3% | 1.1%
O=C(CCc1nc(-c2ccccc2F)no1)NC1CCCCC1 | -0.1% | -0.1% | -11.0% | 4.8% | 9.8% | -1.4% | ? | 1.0 | -0.4% | 2.0% | 1.4%
Cc1ccc2c(=O)cc(C(=O)NCc3ccccc3)oc2c1C | -0.6% | -3.3% | 3.3% | -9.6% | 10.9% | -0.6% | -2.4% | 0.8 | . | -2.1% | 1.9%
Cn1c(=O)c2c(nc(SCCN3CCOCC3)n2Cc2ccc(F)cc2)n(C)c1=O | -2.1% | -4.0% | -4.9% | ? | -3.8% | 4.2% | 31.8% | -10.6 | -0.2% | -26.1% | -0.5%
COc1cc(C(=O)NNC(=S)Nc2ccc(S(N)(=O)=O)cc2)cc(OC)c1OC | ? | 0.6% | -0.6% | -12.6% | -2.8% | -3.2% | -17.7% | -9.6 | 1.5% | -9.2% | -2.1%
CCN(CC(=O)Nc1c(F)cccc1F)C(=O)CCCc1cccs1 | -1.3% | 1.3% | . | -21.0% | . | 2.6% | . | 3.1 | . | 5.3% | -2.4%
C/C(=N\Nc1cc(-c2ccccc2)nc(-c2ccccc2)n1)c1ccc(O)c(C)c1 | -0.4% | -2.8% | ? | -78.4% | 12.6µM* | 0.4% | 8.91µM* | -15.2 | -1.6% | -24.7% | -3.2%
COc1ccc(CNC(=O)CN(C(=O)CCC(=O)Nc2ccccn2)c2ccccc2OC)cc1 | 2.0% | 2.1% | 0.8% | -10.1% | -0.7% | -11.2% | 23.8% | 33.3[activator] | -0.3% | -8.3% | -2.4%
CC(=O)Nc1nc(C)c(-c2csc(Nc3cccc([N+](=O)[O-])c3)n2)s1 | -11.8% | -11.8% | ? | -77.9% | -29.2% | -17.3% | -23.7% | 3.8 | 8.2% | -1.6% | -10.9%
CCN(CC(=O)NCc1ccc(Cl)cc1)C(=O)CSc1cc(C)ccc1C | -1.3% | -3.3% | . | -32.5% | . | -6.2% | . | 45.1[activator] | . | -2.8% | -1.6%
COc1cccc(CN(C)C(=O)CN2C(=O)NC(c3ccccc3)(c3ccccc3)C2=O)c1OC | -1.3% | -2.8% | . | 0.0% | . | -4.7% | . | -18.4 | . | 3.0% | -2.7%
CC(C)n1cc(/C=C2/SC(=O)N(CC(=O)Nc3ccc4c(c3)OCO4)C2=O)c2ccccc21 | 1.8% | 2.7% | 7.94µM* | -2.3% | -9.2% | 3.2% | -39.9% | 6.8 | -5.0% | 1.0% | -1.4%
Cc1ccncc1C(N)=O | -1.6% | 0.7% | . | -0.1% | 5.7% | -1.1% | 12.9% | 9.3 | -2.0% | -2.3% | -0.6%
COc1cccc(-c2nc(-c3ccccn3)no2)c1OC | 13.5µM* | 9.2µM* | 5.1% | 4.47µM* | 0.2% | 2.51µM* | 0.0% | -19.4 | -2.9% | ? | 3.55µM*
Cc1cc(C)c2nc(SCC(=O)Nc3cc(C)on3)c(C#N)cc2c1 | -14.2% | ? | ? | -0.1% | -17.6% | 3.7% | -26.8% | -15.4 | 1.12µM* | 3.5% | 2.4%
O=C(NCc1nnnn1-c1ccc(F)c(F)c1)c1ccc(S(=O)(=O)N2CCOCC2)cc1 | 2.0% | -5.3% | . | -3.2% | . | -1.1% | . | -4.6 | . | -1.4% | -1.3%
S=C(Nc1cc(Cl)cc(Cl)c1)N1CCCC1 | 4.5% | -5.5% | -25.2% | 0.3% | ? | -4.8% | 5.01µM* | ? | -5.3% | 1.2% | -2.0%
Cc1ccc(S(=O)(=O)N(C)CCCC(=O)NC(C)(C)C)cc1 | 1.2% | -5.0% | -11.0% | 6.9% | -16.2% | 0.1% | -2.5% | -13.1 | 1.1% | -3.2% | -3.5%
CCOC(=O)COc1ccc(S(=O)(=O)Nc2cccc(SC)c2)cc1 | 4.4% | 1.3% | 21.9% | -3.7% | 2.9% | -0.1% | 11.7% | 7.8 | 7.6% | -2.6% | -3.2%
COc1ccc(-c2nnc(NC(=O)c3cc(Cl)ccc3Cl)o2)cc1 | ? | -8.8% | ? | -25.8% | 1.41µM* | 0.8% | 1.12µM* | -16.4 | -6.3% | ? | 0.7%
CC(=O)Nc1ccc(C(=O)COC(=O)CN2C(=O)NC3(CCCCC3C)C2=O)cc1 (configuration not stated) | 3.3% | -1.5% | . | 6.1% | . | -1.6% | . | 10.6 | . | 6.5% | -1.3%
Cc1ccc(C(=O)N[C@H](C(=O)Nc2ccc(F)cc2)C(C)C)cc1 | -4.2% | 12.7% | -12.0% | -6.1% | -4.6% | -5.0% | 2.5% | 7.0 | . | -1.9% | -1.2%
CC(C)CCN1CCN(Cc2cnc(-c3ccccc3)s2)CC1CCO (configuration not stated) | -2.5% | -2.8% | 2.1% | -6.2% | 1.2% | -1.6% | 1.7% | -13.0 | 0.9% | 1.8% | 1.6%
CCc1ccc(N(CC(=O)NCCc2ccccc2)C(=O)CCC(=O)Nc2ccccn2)cc1 | 0.3% | -0.3% | -22.2% | 0.0% | -1.8% | -1.6% | 2.2% | 22.7 | 2.6% | -2.7% | -12.2%
CCCN(CCC)C(=O)c1cn(CC)c2ccc(S(=O)(=O)N3CCCCC3)cc2c1=O | 2.6%&0.2% | 1.9% | 1.1% | 9.8% | 3.0% | 11.0% | 3.7% | ? | . | -7.9% | 1.6%
COc1ccccc1N(/N=C1\Sc2ccccc2C1=O)C(C)=O | 12µM* | 0.92µM* | . | -8.4% | ? | 4.47µM* | 8.91µM* | -24.2 | 7.7% | ? | 25.5%
CCOc1ccc(Nc2nc(N)c([N+](=O)[O-])c(N3CCN(CC)CC3)n2)cc1 | 3.6% | 6.3% | -14.7% | 12.7% | -9.5% | 1.3%[1.84 µM] | 30.2% | 31.0[activator] | . | -0.4% | 0.6%
CC1CCCC(C)N1C(=O)CSc1nnc(COc2ccccc2)n1-c1ccccc1 (configuration not stated) | 2.9% | -7.8% | ? | -2.5% | -3.0% | 0.6% | -8.8% | -12.9 | -7.0% | -0.5% | -0.1%
O=C1CC(c2nc3ccccc3[nH]2)CN1c1ccccc1F (configuration not stated) | -0.6% | 1.9% | 18.4% | -17.6% | -3.9% | -3.0% | -25.2% | -4.4 | 0.8% | -6.2% | -0.4%
Cc1nc(-c2ccc(Cl)cc2)sc1C1(C)CC(c2cccnc2)=NO1 (configuration not stated) | 16.9µM* | ? | . | ? | -7.5% | ? | -10.5% | -2.9 | 11.1% | 12.1% | ?
O=C(COc1ccccc1)N1CCCC1 | -1.0% | 4.8% | -0.6% | -10.6% | 11.2% | -0.6% | -6.7% | 7.4 | -4.0% | -2.0% | -0.5%
CN1C(=O)/C(=C/c2ccccc2Cl)Sc2ccc(C(=O)N3CCCC3)cc21 | ? | -0.4%[9.26 µM] | -10.8% | -35.6% | 2.8% | -0.1% | 23.7% | -15.5 | . | 1.5% | -2.3%
